Screens (PubChem BioAssay)
ABHD5-PLIN5 inh – blocks binding of human ABHD5 to perilipin-5; AID 602281; Q00G26+Q8WTS1; inhibition, % at 4 µM; actives 0.78% (n = 360,000); Split G. princeps luciferase complementation, luminescence, 4 h;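 active means inhibition above the mean inhibition across every tested compound plus 3 SD, cut at about 22% in these data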;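 further: 0% = DMSO only wells and the 100% control is not disclosed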
aDG glyco act – increases alpha dystroglycan glycosylation. Pro5-aDG cells, alpha-DG glycosylation AlphaScreen (IIH6); 0% Pro5, 100% B10-LARGE cell signal. actives 0.22% (n = 360,000). activation, % at 10 µM;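 active means activation of at least 8% versus controls, or a plate z-score of at least 8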;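 further: Pro5 are CHO cells carrying HIG-tagged alpha-DG that lacks glycosylation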
TLR9-MyD88 block – inhibitors of human TLR9-MyD88 binding; CHO BLA complementation TLR9-MyD88, CCF4 FRET ratio; inhibition, % at 4.98 µM; Q9NR96+Q99836; actives 0.21% (n = 340,000);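 active means inhibition above the mean over all tested compounds plus 3 SD, cut at about 21% in these data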;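 further: 0% = DMSO only wells and 100% = clavulanate BLA inhibitor control wells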
MC4R antagonist – human MC4R antagonism in cAMP assay. actives 0.48% (n = 360,000). MC4R-expressing cells, MTII-stimulated cAMP, LANCE TR-FRET. AID 540295. inhibition, % at 6.5 µM;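 active means inhibition above its plate's cutoff, the mean of tested wells on that plate plus 3 SD, cut at about 29% in these data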;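 further: 0% = Melanotan II alone and 100% = Melanotan II plus saturating MCL0020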
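Material: U2OS-MC4R stable cell line | Reagent: Melanotan II challenge after compound preincubation | Doses: One concentration, 6.5 µM nominal | Incubation: 30-min compound preincubation, 1-h Melanotan II challenge, 1-h detection, room temperature | Signal: TR-FRET cAMP assay | Replicates: One well per compound, no replicates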
MC4R ag barr – agonists of human melanocortin 4 receptor (MC4R) beta-arrestin; U2OS MC4R beta-arrestin complementation, luminescence; percent of melanotan II response, DMSO zero; activation, % at 8.9 µM; actives 0.98% (n = 360,000);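 active means activation above a per-plate cutoff, the mean activation of sample wells on that plate plus 3 SD, cut at about 8% in these data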
ABCB6 inh 2 – human ABCB6 transporter inhibition; K562-ABCB6 porphyrin accumulation, flow cytometry, 1 h; stronger effect = lower value; AID 602162; fluorescence ratio to DMSO, % at 10 µM; actives 0.19% (n = 360,000); Q9NP58;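 active means fluorescence ratio to DMSO below 75%, the collection mean minus 3 SD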;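 further: signal is porphyrin accumulated inside mitochondria; 100% equals median channel fluorescence of DMSO control wells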
Target sequence (Q9NP58 whole entry, looked up): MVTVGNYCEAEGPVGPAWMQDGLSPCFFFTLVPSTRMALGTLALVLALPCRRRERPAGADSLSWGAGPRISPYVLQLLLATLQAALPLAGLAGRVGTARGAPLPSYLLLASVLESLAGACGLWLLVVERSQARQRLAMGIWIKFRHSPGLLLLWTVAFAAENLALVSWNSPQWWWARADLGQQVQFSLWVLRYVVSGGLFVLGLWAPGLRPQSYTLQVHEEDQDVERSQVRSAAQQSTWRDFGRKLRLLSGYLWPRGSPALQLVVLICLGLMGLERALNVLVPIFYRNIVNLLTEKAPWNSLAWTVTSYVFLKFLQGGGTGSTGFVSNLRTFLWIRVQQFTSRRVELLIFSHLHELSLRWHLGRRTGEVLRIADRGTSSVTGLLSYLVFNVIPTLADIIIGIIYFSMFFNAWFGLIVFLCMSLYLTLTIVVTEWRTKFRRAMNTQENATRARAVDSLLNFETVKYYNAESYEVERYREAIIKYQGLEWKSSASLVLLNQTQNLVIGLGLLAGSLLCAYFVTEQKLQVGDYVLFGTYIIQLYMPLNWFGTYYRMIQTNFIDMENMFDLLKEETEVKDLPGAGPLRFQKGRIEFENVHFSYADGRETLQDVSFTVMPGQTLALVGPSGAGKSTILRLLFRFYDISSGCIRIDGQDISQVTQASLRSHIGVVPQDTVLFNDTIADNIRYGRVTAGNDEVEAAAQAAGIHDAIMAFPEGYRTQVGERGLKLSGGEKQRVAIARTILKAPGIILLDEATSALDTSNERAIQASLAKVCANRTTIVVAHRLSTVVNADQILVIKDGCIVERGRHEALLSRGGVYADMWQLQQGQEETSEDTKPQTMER
Granule exo inh – blocks lytic granule exocytosis; TALL-104 LAMP-1 surface exposure, flow cytometry; cells stimulated with thapsigargin and PMA; inhibition, % at 10 µM; actives 0.66% (n = 360,000); AID 651702;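 active means inhibition above about 55%, limit read from the data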
Vif imaging – HIV Vif inhibition. AID 602346. HEK293T cells, Vif self-association by quenched fluorescence, imaging, 24 h. inhibition, % at 7.49 µM. actives 0.35% (n = 340,000); in the data active means inhibition above about 50%, passing the limit was not always enough; further: some results filed as inactive read as strong as hits
NOD2-RIPK2 inh – blocks binding of human NOD2 to RIPK2 | actives 0.38% (n = 360,000) | inhibition, % at 4.98 µM | CHO BLA complementation NOD2-RIPK2, CCF4 ratio | O43353; in the data active means inhibition above about 21%;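 further: 0% = vehicle only and 100% = reference blocker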
Glyco luc inh – blocks N-linked glycosylation in D54 reporter cells; D54 ERlucT glycosylation luciferase reporter, 24 h; percent of 100 nM tunicamycin response; reporter increase, % at 12.5 µM; actives 0.23% (n = 360,000);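 active means mean luciferase reporter signal, scaled so untreated is 0 and the glycosylation-blocking control 100, at or above a set limit in every replicate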;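 further: luciferase carries N-glycosylation sites so blocking glycosylation raises the light; 0% = median of neutral control wells and 100% = median of 100 nM tunicamycin wells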
* hit, by the source's call; / = no result given; & = joins results of further samples. Not all compounds are listed; the hit share may differ from the screen's.

SMILES	ABHD5-PLIN5 inh	aDG glyco act	TLR9-MyD88 block	MC4R antagonist	MC4R ag barr	ABCB6 inh 2	Granule exo inh	Vif imaging	NOD2-RIPK2 inh	Glyco luc inh
Cc1ccc(NC(=O)C(C)OC(=O)c2ccc(Cl)nc2)cc1S(=O)(=O)N1CCOCC1 (configuration not stated)	-4	-0.3	5	2	2.5	100	-4	0	-8	-2
COc1ccc(Nc2nc(N)nc(CN3CCOCC3)n2)cc1	0	-0.1	1	4	-0.2	151	1	14	-6	0
Clc1ccc(CO/N=C2\CCCc3nonc32)c(Cl)c1	-3	-0.2	-6	16	-1.5	102	0	-3	-12	-3
Cc1ccc(-c2csc(NC(=O)N3CCOCC3)n2)cc1	4	1.5	-5	-3	-1.5	100	-2	-14	3	5
CC(C)C[C@H]1CNC(=O)C(=O)N1C[C@H]1CCCN1C[C@H](Cc1ccc(O)cc1)N1C[C@H](CC(C)C)N(CC2CCCCCC2)C(=O)C1=O	7	-0.2	/	/	/	97	-11	/	6	/
C[C@@H]1COC(=O)[C@@H](CC(=O)OC(C)(C)C)C/C=C\C[C@H](CC(=O)NCCO)C(=O)N1	7	0.2	-4	4	0.2	105	4	/	-11	2
CCOC(=O)C1CCN(Cc2cccc(OCc3ccccc3)c2)CC1	-4	0.4	-2	0	1.9	105	29	7	-3	-1
COc1ccc(CNC(=O)CCS(=O)(=O)c2cccc3nonc23)cc1	7	0.1	-5	10	-1.0	89	1	-4	7	-3
COc1ccc2c(c1)OC(=O)CC2c1ccccc1OC (configuration not stated)	0	0.0	4	2	0.1	95	-5	7	-19	2
CN1C(=O)NC(c2cccc(F)c2)C2=C1CC(C)(C)CC2=O (configuration not stated)	-2	0.0	4	-2	0.2	102	-7	-7	-9	1
Cc1ccc(NC(=O)C(C)Sc2nnc3n2CCCCC3)cc1S(=O)(=O)N1CCOCC1 (configuration not stated)	-4	0.3	3	12	-2.4	95	12	/	-4	1
Cc1ccc(CN(Cc2ccccc2)C(=S)NCC(=O)NCc2cccnc2)o1	1	-0.3	2	4	-2.5	100	1	-6	3	-2
CCCCCCc1cc2cc(S(=O)(=O)c3ccc(Cl)cc3)c(=O)oc2cc1O	-2	0.1	-2	2	4.0	101	-5	12	-12	-1
O=C(Cc1ccc(F)cc1)NCCc1ccccc1	0	0.3	1	4	1.1	98	-8	-1	4	1
COc1ccc2c(c1OC)C(=O)N1C2SC(C)(C)[C@H]1C(=O)NC(C)C (some centres not stated)	-2	-0.1	-4	20	0.7	100	0	-3	1	1
COc1cccc2c(=O)n(CC(=O)Nc3ccc(F)cc3)ccc12	2	-0.1	-2	-5	0.8	98	2	8	-6	2
Cc1ccc(-n2c(Cc3cccs3)nnc2SCC(=O)Nc2ccc(S(N)(=O)=O)cc2)cc1	10	0.3	2	8	3.8	97	0	3	-1	-1
COc1ccc(NC(=O)/C(=C\c2ccco2)NC(=O)c2ccco2)cc1	11	0.0	-2	-3	-1.0	97	-6	-44	-5	2
CN1C(=O)c2cccc(N(C)C)c2C1=O	-3	0.0	1	1	7.0	88	2	4	4	2
Cc1ccc(NC(=O)Cn2c(O)c(N=NC(N)=O)c3ccccc32)cc1	0	0.0	-6	-13	-2.2	94	1	-18	0	5
COc1cccc(C2CC(c3ccc(C)cc3)n3ncnc3N2)c1 (configuration not stated)	4	0.0	3	-5	-2.0	100	-1	0	3	0
CCOCCCNC(=O)N[C@@H](Cc1ccccc1)C(=O)OC	3	0.1	8	7	-0.6	90	1	0	-6	-1
COCCC(=O)N1CCC(Oc2ccc(C(=O)N(C)CCCC3CCCC3)cc2)CC1	8	0.0	4	5	-0.5	95	-3	-4	1	1
CC(C)(C)NC(=O)NC(=O)CN1CCN(c2ccccc2O)CC1	1	-0.1	8	0	-0.6	99	1	6	4	1
COc1ccc2cc(C#N)c(NC(C)C)nc2c1	-3	-0.2	2	3	-0.6	94	-2	12	-2	0

Filtered by structure, the compounds so far with fluorine
SMILES	ABHD5-PLIN5 inh	aDG glyco act	TLR9-MyD88 block	MC4R antagonist	MC4R ag barr	ABCB6 inh 2	Granule exo inh	Vif imaging	NOD2-RIPK2 inh	Glyco luc inh
CN1C(=O)NC(c2cccc(F)c2)C2=C1CC(C)(C)CC2=O (configuration not stated)	-2	0.0	4	-2	0.2	102	-7	-7	-9	1
O=C(Cc1ccc(F)cc1)NCCc1ccccc1	0	0.3	1	4	1.1	98	-8	-1	4	1
COc1cccc2c(=O)n(CC(=O)Nc3ccc(F)cc3)ccc12	2	-0.1	-2	-5	0.8	98	2	8	-6	2

(continued)
SMILES	ABHD5-PLIN5 inh	aDG glyco act	TLR9-MyD88 block	MC4R antagonist	MC4R ag barr	ABCB6 inh 2	Granule exo inh	Vif imaging	NOD2-RIPK2 inh	Glyco luc inh
CCN1CCN(c2cc(C)c3cc(NC(=O)c4cccnc4Cl)ccc3n2)CC1	1	0.4	2	-2	-1.5	100	2	/	5	-1
Cc1cccn2c(=O)c(/C=C(\C#N)C(N)=O)c(Oc3ccccc3)nc12	-5	0.0	-6	6	-1.9	96	-4	9	-7	6
Oc1ccccc1C=NNC(=S)NN=Cc1ccccc1O	-28	1.0	11	2	-5.4	100	10	16	11	-8
FC(F)(F)c1cc(Cl)c2nnc(-c3cccnc3)n2c1	-4	0.1	-12	19	0.9	103	3	-5	0	3
Cc1ccc(S(=O)(=O)CNC(=S)c2ccc3ccccc3c2)cc1	-4	-0.1	-2	2	-0.4	103	-2	-3	13	0
O=C(NCCCN1CCN(CCCNC(=O)c2cccc([N+](=O)[O-])c2)CC1)c1cccc([N+](=O)[O-])c1	5	-0.2	0	9	-0.7	95	0	0	2	2
COc1ccc(Cn2c(-c3ccco3)nc3oc4cc(OC)ccc4c(=O)c3c2=O)cc1	0	0.0	7	-1	-1.5	96	-1	-2	6	-3
O=C(C[C@@H]1C/C=C\C[C@H](NC(=O)OCC2c3ccccc3-c3ccccc32)C(=O)OC[C@H]2CCCN2C1=O)N[C@@H](CO)Cc1ccccc1	2	0.0	-1	8	0.8	90	-2	/	-15	2
O=C1C2C(C(=O)N1c1ccccc1)N1CCCN1C2c1ccccc1 (configuration not stated)	-5	-0.1	4	17	-1.4	104	-6	12	-5	1
CC(C)CC(=O)OC1C(N2CCOCC2)c2c(ccc(/C=C/C(=O)N3CCOCC3)c2O)OC1(C)C (configuration not stated)	2	0.1	2	1	12*	96	3	-6&1	-8	-3
COc1ccccc1C1c2[nH]c3ccccc3c2CCN1Cc1cnc(C)s1 (configuration not stated)	-10	-0.2	-8	12	0.4	101	0	0	5	1
CC(C)C(=O)Nc1nc2cc3c(cc2s1)OCO3	-1	0.0	10	6	-0.8	95	4	4	-12	-4
Cc1ccc(CNC(=O)C2CCN(S(=O)(=O)c3ccc(Br)s3)CC2)cc1	-5	0.1	2	-1	-0.8	90	24	28	-4	-3
O=C(c1ccc(C(=O)N2CCOCC2)s1)N1CCOCC1	-1	-0.2	4	0	-0.4	90	-3	19	-4	-1
N#Cc1c(=O)c2nc(NCc3ccccc3)ncc2n2ccccc12	0	-0.4	11	-3	-0.2	98	0	5	7	1
O=CN1CCCN(Cc2nc(Cc3ccccc3F)no2)CC1	1	-0.3	-1	8	-1.4	98	4	0	-2	1
COc1ccc(-c2cc(-c3nnc(COC(=O)CC4CC5CCC4C5)o3)c3ccccc3n2)cc1OC (configuration not stated)	10	-0.4	1	-1	-0.2	91	4	5	-6	-1
COc1ncc(-c2ccc3c(c2)S(=O)(=O)c2cccc(C(=O)NCc4ccco4)c2C3=O)cn1	-4	-0.3	4	10	-1.6	86	-28	-7	0	3
CNNC(=S)Nc1cccc(SC)c1	2	0.3	6	6	-0.1	91	-4	0	-11	3
CC(=O)OCC(=O)Nc1c(C)cccc1C	3	0.1	-2	-11	-0.5	95	-2	9	-12	0
C/C(=C\c1ccccc1)C(=O)Nc1ccc(S(=O)(=O)Nc2ncccn2)cc1	-1	0.8	-2	-5	-4.7	96	-7	-13	4	2
CC[C@@H]1Cc2[nH]c(=O)[nH]c(=O)c2[C@H](c2ccc(Cl)cc2)O1	-3	-0.2	/	/	/	106	-2	/	-9	/
CCC1CN(C(=O)N2CCC(C(=O)NCCc3ccc(OC)c(OC)c3)CC2)c2ccccc2O1 (configuration not stated)	10	-0.2	-11	6	-0.4	97	-7	0	5	2
O=C(NCc1ccccc1)/C(=C\c1ccccc1)NC(=O)c1ccco1	5	-0.2	-3	3	-0.8	93	-1	1	-6	1
Cc1ccc2c(c1)N(CC(=O)N1CCOCC1)C(=O)C(C)O2 (configuration not stated)	0	-0.1	-4	1	-1.5	99	5	-6	-6	0
O=C(Nc1cccc(Cl)c1)c1ccc(S(=O)(=O)NCC2CCCO2)cc1 (configuration not stated)	-1	0.3	-2	9	-3.0	95	-7	-8	-6	0
O=C(NCc1ccc2c(c1)OCO2)c1ccc(CS(=O)(=O)Cc2cccc(Cl)c2)o1	6	-0.1	-9	3	-1.7	99	-2	-6	-16	-1
COC(=O)Cn1ccc(-c2ccc(Cl)cc2)c(C#N)c1=O	0	-0.4	-8	5	-3.6	108	-11	2	-11	3

Three compounds out of the list, sorted by molecular weight, ascending:
SMILES	ABHD5-PLIN5 inh	aDG glyco act	TLR9-MyD88 block	MC4R antagonist	MC4R ag barr	ABCB6 inh 2	Granule exo inh	Vif imaging	NOD2-RIPK2 inh	Glyco luc inh
O=C(NCc1ccccc1)/C(=C\c1ccccc1)NC(=O)c1ccco1	5	-0.2	-3	3	-0.8	93	-1	1	-6	1
COc1ccc(-c2cc(-c3nnc(COC(=O)CC4CC5CCC4C5)o3)c3ccccc3n2)cc1OC (configuration not stated)	10	-0.4	1	-1	-0.2	91	4	5	-6	-1
O=C(C[C@@H]1C/C=C\C[C@H](NC(=O)OCC2c3ccccc3-c3ccccc32)C(=O)OC[C@H]2CCCN2C1=O)N[C@@H](CO)Cc1ccccc1	2	0.0	-1	8	0.8	90	-2	/	-15	2

An excerpt from above in order of their number in MC4R antagonist, descending:
SMILES	ABHD5-PLIN5 inh	aDG glyco act	TLR9-MyD88 block	MC4R antagonist	MC4R ag barr	ABCB6 inh 2	Granule exo inh	Vif imaging	NOD2-RIPK2 inh	Glyco luc inh
Cc1ccc(CN(Cc2ccccc2)C(=S)NCC(=O)NCc2cccnc2)o1	1	-0.3	2	4	-2.5	100	1	-6	3	-2
COc1ccc(NC(=O)/C(=C\c2ccco2)NC(=O)c2ccco2)cc1	11	0.0	-2	-3	-1.0	97	-6	-44	-5	2
C/C(=C\c1ccccc1)C(=O)Nc1ccc(S(=O)(=O)Nc2ncccn2)cc1	-1	0.8	-2	-5	-4.7	96	-7	-13	4	2

Shown comma-delimited: entries from further up
smiles,ABHD5-PLIN5 inh,aDG glyco act,TLR9-MyD88 block,MC4R antagonist,MC4R ag barr,ABCB6 inh 2,Granule exo inh,Vif imaging,NOD2-RIPK2 inh,Glyco luc inh
N#Cc1c(=O)c2nc(NCc3ccccc3)ncc2n2ccccc12,0,-0.4,11,-3,-0.2,98,0,5,7,1
O=CN1CCCN(Cc2nc(Cc3ccccc3F)no2)CC1,1,-0.3,-1,8,-1.4,98,4,0,-2,1
COc1ccc(-c2cc(-c3nnc(COC(=O)CC4CC5CCC4C5)o3)c3ccccc3n2)cc1OC (configuration not stated),10,-0.4,1,-1,-0.2,91,4,5,-6,-1
COc1ncc(-c2ccc3c(c2)S(=O)(=O)c2cccc(C(=O)NCc4ccco4)c2C3=O)cn1,-4,-0.3,4,10,-1.6,86,-28,-7,0,3
